KLK7 zymogen act: proKLK7 (human) activation, primary screen. P49862. purified proKLK7, EDANS-DABCYL substrate fluorescence; 100% is mature enzyme control, 0% vehicle. activation, % at 7 µM. 0.9% of 370,000 active. AID 652039;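 active = activation above the mean of all tested compounds plus 3 SD, computed per campaign excluding outliers beyond control limits, cut at about 13% in these data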
Target sequence (P49862 whole entry, looked up): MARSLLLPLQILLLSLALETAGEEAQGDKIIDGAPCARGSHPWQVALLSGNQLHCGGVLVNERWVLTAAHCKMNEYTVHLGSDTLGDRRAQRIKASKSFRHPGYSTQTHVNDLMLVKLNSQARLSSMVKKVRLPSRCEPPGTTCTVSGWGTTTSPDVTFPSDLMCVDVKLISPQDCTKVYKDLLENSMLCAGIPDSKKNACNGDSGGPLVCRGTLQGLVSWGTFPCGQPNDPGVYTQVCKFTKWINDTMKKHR
DAX1 inh-1: inhibits human nuclear receptor DAX1; P51843; HEK293 Gal4-DAX1 luciferase reporter, luminescence; inhibition, % at 6.75 µM; 0.99% of 340,000 active; AID 504766;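 active = inhibition above the mean over all tested compounds plus 3 SD, cut at about 4.2% in these data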;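 also: 0% = DAX1-transfected cells with DMSO and 100% = empty-vector control cells with DMSO; inhibition shows as a rise in luminescence from relieved DAX1 repression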
Target sequence (P51843 207-470 limits assumed): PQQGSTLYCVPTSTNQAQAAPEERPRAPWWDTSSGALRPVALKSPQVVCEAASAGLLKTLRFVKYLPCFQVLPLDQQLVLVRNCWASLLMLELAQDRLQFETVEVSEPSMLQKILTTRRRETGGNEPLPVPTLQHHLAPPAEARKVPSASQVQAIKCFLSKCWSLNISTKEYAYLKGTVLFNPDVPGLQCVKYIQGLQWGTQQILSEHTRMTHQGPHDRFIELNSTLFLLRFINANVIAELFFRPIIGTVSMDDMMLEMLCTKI
hcDAF12 agonist: H. contortus DAF-12 activation, primary screen; HEK293 hcDAF-12 lit1-tk-luc reporter, luminescence; 0% DMSO, 100% Δ7-dafachronic acid; activation, % at 6.8 µM; 1.4% of 370,000 active;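 active = activation above the mean of all tested compounds plus 3 SD, cut at about 5.5% in these data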;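 also: 100% = response to 3 µM Δ7-dafachronic acid high control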
NPR1 activator: GC-A (human) enzyme activation. HEK293 GC-A cells, cGMP TR-FRET, EC30 ANP; 0% at EC30 ANP, 100% saturating ANP. AID 1671463. 0.14% of 370,000 active. activation, % at 10 µM. P16066; in the data active = activation above about 40%
ssDAF12 agonist: activates DAF-12 receptor from parasite S. stercoralis | activation, % at 6.8 µM | 1% of 370,000 active | HEK293 ssDAF-12/GRIP1 lit1-tk-luc reporter, luminescence; % of 3 µM dafachronic acid response;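 active = activation above the mean over all tested compounds plus 3 SD, cut at about 0.9% in these data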;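 also: 0% = DMSO-only wells and 100% = 3 µM delta7-dafachronic acid wells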
hgDAF-12 ag: agonists of H. glycines DAF-12 nuclear receptor; activation, % at 6.8 µM; 1.8% of 370,000 active; HEK293 GAL4-hgDAF12 UAS-luciferase reporter, agonist luminescence; normalized to butyrate control;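 active = activation above a cutoff set at the mean of all screened compounds plus 3 SD, cut at about 10% in these data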;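 also: 0% = DMSO wells and 100% = sodium butyrate wells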
SMARCA2 activ: increases SMARCA2 function in MMTV reporter cells; MG213 cells, MMTV-luciferase reporter, dexamethasone, overnight; activation, % at 9.1 µM; 1% of 370,000 active; AID 652017; in the data active = activation above about 7.8%;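 also: 0% = vehicle wells and 100% = reference activator wells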
sPLA2-III inh: Inhibits HGIII-sPLA2 liposome hydrolysis, primary screen; QFRET BODIPY PC-A2 liposome hydrolysis, fluorescence; 0.56% of 370,000 active; Q9NZ20; inhibition, % at 12.2 µM;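 active = inhibition above mean plus 3 SD of compounds lying within the high and low control bounds, cut at about 19% in these data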;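 also: 0% = median of test compound wells and 100% = no enzyme DMSO wells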
Target sequence (Q9NZ20 whole entry, looked up): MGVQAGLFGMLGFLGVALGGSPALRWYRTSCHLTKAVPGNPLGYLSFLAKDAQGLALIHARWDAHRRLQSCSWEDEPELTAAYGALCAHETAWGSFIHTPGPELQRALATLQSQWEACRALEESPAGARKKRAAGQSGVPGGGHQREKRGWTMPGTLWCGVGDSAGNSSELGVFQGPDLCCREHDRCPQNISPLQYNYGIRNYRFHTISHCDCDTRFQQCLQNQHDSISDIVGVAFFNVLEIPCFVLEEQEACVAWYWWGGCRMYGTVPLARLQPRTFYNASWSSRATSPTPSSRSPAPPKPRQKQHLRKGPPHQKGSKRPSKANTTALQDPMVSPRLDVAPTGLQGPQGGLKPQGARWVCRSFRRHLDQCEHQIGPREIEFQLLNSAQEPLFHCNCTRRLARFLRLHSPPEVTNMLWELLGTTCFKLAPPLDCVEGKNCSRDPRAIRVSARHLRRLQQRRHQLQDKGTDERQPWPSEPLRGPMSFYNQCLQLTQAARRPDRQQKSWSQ
GC-B act: GC-B (human) receptor activation; HEK293-GC-B cells, CNP EC30, cGMP TR-FRET; 0% at EC30 CNP, 100% saturating CNP; activation, % at 10 µM; 0.11% of 370,000 active;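 active = activation at 10 µM reaching about 35% in either raw or pattern-adjusted values, limit read from the data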
DAX1 inh-2: inhibitors of DAX1 repression of SF-1 activated StAR promoter; HEK293T StAR-luciferase reporter, SF-1/DAX-1 repression relief; inhibition, % at 6.8 µM; 1.1% of 370,000 active; AID 652010;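 active = inhibition above the mean over all tested compounds plus 3 SD, cut at about 3.6% in these data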;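 also: 0% = DAX-1 cells with DMSO and 100% = cells lacking DAX-1 with DMSO; higher inhibition means more luminescence from relief of DAX-1 repression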
GAA850 FXN act: frataxin GAA850 promoter activation. 0.56% of 360,000 active. HEK293 lucGAA850 FXN promoter luciferase reporter, 24 h; percent of 10 µM SAHA response. AID 540364. activation, % at 6 µM;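 active = activation above the average of all compounds screened plus 3 SD, cutoff fixed separately per campaign, cut at about 7.5% in these data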;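 also: 0% = DMSO wells and 100% = 10 µM SAHA wells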
* marks the source's active call; other numbers are inactive results; / = no result given.

SMILES	KLK7 zymogen act	DAX1 inh-1	hcDAF12 agonist	NPR1 activator	ssDAF12 agonist	hgDAF-12 ag	SMARCA2 activ	sPLA2-III inh	GC-B act	DAX1 inh-2	GAA850 FXN act
Cc1cccc(NC(=O)CSc2nnc(-c3ccco3)c(-c3ccco3)n2)c1	-0.6	-1.6	-1.7	-2	-0.9	-0.9	4	-3	-2	0.4	3.9
COc1cc(C(=O)Nc2ccccc2C2COC(=O)C2=N)cc(OC)c1OC (stereo not given)	0.3	1.1	1.4	-4	-0.5	0.2	-1	2	-8	-1.3	-0.9
Cn1c(Cn2cnc([N+](=O)[O-])n2)nnc1SCC(=O)Nc1ccccc1	-0.2	-0.2	-0.8	2	-1.8	4.8	-1	7	6	0.1	0.1
CC1(C)CC(=O)C=C(c2ccc(Cl)c(C(F)(F)F)c2)C1	0.1	-0.8	-0.6	-1	-1.4	1.4	1	4	-1	0.3	1.8
CCOc1ccc2c(c1)C(C)=CC(C)(C)N2S(=O)(=O)c1ccc(NC(C)=O)cc1	0.1	0.4	-0.8	-1	-0.3	-4.2	-1	-14	-4	1.0	-3.4
CCn1cc(CCCC(=O)NCc2ccccc2OC)c2ccccc21	0.0	0.1	-1.7	-7	-1.3	-1.4	2	-11	-4	-0.3	0.3
COc1ccccc1N(Cc1cc(=O)[nH]c2ccccc12)C(=O)c1ccccc1	0.5	0.4	-1.4	-5	-1.0	-4.6	9.8*	-6	2	0.1	-3.2
CNC(=S)N(CCN(C)C)Cc1cc2cc3c(cc2[nH]c1=O)OCO3	4.3	0.3	1.4	6	-1.2	3.2	-1	4	2	0.3	0.3
O=C(CNc1cccc(Cl)c1)NNC(=S)NCc1ccccc1	0.2	0.5	0.1	-8	-1.6	3.1	1	27*	-2	1.2	0.3
Nc1cc(N)cc(-c2nc3ccccc3o2)c1	-0.6	2.0	-1.3	6	-1.4	-2.5	0	14	-10	-1.4	-3.5
O=C(c1cc2sccc2n1Cc1ccc(F)cc1)N1CCCc2ccccc21	0.0	1.1	0.7	-4	-0.9	1.3	-2	1	-6	0.4	4.1
N#C/C(=N\Nc1cccc(C(F)(F)F)c1)C(=O)c1csc(-c2cccnc2)n1	0.2	3.5	-2.2	0	-1.0	-2.2	-4	-35	-1	-0.7	0.2
COc1ccc(C(C)C)cc1S(=O)(=O)N1CCC(C(=O)NCC2CCCO2)CC1 (stereo not given)	-0.1	0.4	1.9	-1	-0.8	-1.8	0	1	2	-1.3	0.9
O=C(Nc1ccc(Oc2ccc(S(=O)(=O)N3CCOCC3)cn2)cc1)c1ccco1	-0.1	-1.7	-1.2	3	-1.2	1.7	4	-13	1	-0.9	1.7
CCOC(=O)[C@H]1[C@H]2COc3ccc(OC)cc3[C@@H]2N2C(=O)CN(Cc3ccc(Cl)cc3)C(=O)[C@@]12C	0.4	0.6	-0.7	-6	-1.1	-3.5	0	-3	-5	-0.6	-2.6
COc1ccc(NC(=O)C2=NN(C3CCS(=O)(=O)C3)C(=O)CC2)cc1S(N)(=O)=O (stereo not given)	-0.5	1.9	-1.0	-1	-0.6	0.4	2	2	-1	0.2	-0.1
O=C(c1ccccc1NS(=O)(=O)c1ccc(F)cc1)N1CCCC1	-0.6	0.5	0.0	-3	-0.8	0.5	5	8	8	-0.4	-2.3
CCOC(=O)c1cc(-c2ccc(C)cc2)n(CCC(=O)NCCN(C)C)c1C	0.6	1.2	-1.4	3	-1.4	1.7	-2	-5	6	0.3	0.3
Cc1cc2occ(CC(=O)NC3CCCc4ccccc43)c2cc1C (stereo not given)	0.1	3.3	0.6	-5	-1.3	-2.1	-3	-1	3	-0.5	0.6
COc1cccc(C2CC(=O)N3CN(c4ccccc4F)CSC3=C2C#N)c1 (stereo not given)	0.5	-0.3	0.3	4	-1.3	4.9	1	3	1	1.4	0.8
CC1=NN(C(C#N)c2cccc([N+](=O)[O-])c2)C(C)(C)C1 (stereo not given)	-0.1	0.9	-2.4	5	-1.5	-1.7	-4	-2	4	-0.6	-1.7
Cc1ccc(S(=O)(=O)N2CCOCC2)cc1C(=O)N(Cc1nnc(-c2ccccc2Cl)o1)C1CC1	-0.2	-0.2	-2.2	0	-1.1	-3.9	-1	-11	1	-2.5	1.1
CC(C)C[C@H]1COc2cccc(F)c2S(=O)(=O)N1Cc1cn(Cc2ccc(Cl)cc2)nn1	0.4	/	1.1	2	-1.0	-2.9	-3	13	8	0.3	/
COc1ccc(C)cc1NC(=O)CSc1ccc(-c2cccnc2)nn1	-0.2	-2.0	-1.6	1	-1.7	-2.1	-2	-4	2	0.3	0.2
CCc1nnc(NS(=O)(=O)c2ccc(N=Cc3c(C)[nH]n(-c4ccc(C)c(C)c4)c3=O)cc2)s1	-0.1	-0.1	0.4	-9	-0.5	0.1	-2	5	-5	0.6	-2.7

3 entries out of the list, ordered by length of the SMILES, high to low.
SMILES	KLK7 zymogen act	DAX1 inh-1	hcDAF12 agonist	NPR1 activator	ssDAF12 agonist	hgDAF-12 ag	SMARCA2 activ	sPLA2-III inh	GC-B act	DAX1 inh-2	GAA850 FXN act
CCOC(=O)[C@H]1[C@H]2COc3ccc(OC)cc3[C@@H]2N2C(=O)CN(Cc3ccc(Cl)cc3)C(=O)[C@@]12C	0.4	0.6	-0.7	-6	-1.1	-3.5	0	-3	-5	-0.6	-2.6
COc1ccccc1N(Cc1cc(=O)[nH]c2ccccc12)C(=O)c1ccccc1	0.5	0.4	-1.4	-5	-1.0	-4.6	9.8*	-6	2	0.1	-3.2
O=C(CNc1cccc(Cl)c1)NNC(=S)NCc1ccccc1	0.2	0.5	0.1	-8	-1.6	3.1	1	27*	-2	1.2	0.3

The list goes on.
SMILES	KLK7 zymogen act	DAX1 inh-1	hcDAF12 agonist	NPR1 activator	ssDAF12 agonist	hgDAF-12 ag	SMARCA2 activ	sPLA2-III inh	GC-B act	DAX1 inh-2	GAA850 FXN act
CCN(CC)S(=O)(=O)c1ccc(N2CCCC2)c(NS(=O)(=O)c2cccs2)c1	0.3	2.6	-0.8	-3	-0.8	-1.7	-3	6	-1	-0.3	2.8
CCCn1c(N)c(Sc2ccccc2[N+](=O)[O-])c(=O)n(CCC)c1=O	0.5	0.6	-0.4	-2	-1.6	-3.1	-1	3	-7	-0.4	-0.1
CCc1nc2ccc(C(=O)Nc3cccc(OC)c3)cn2c1N(C)CCCc1ccccc1	-0.5	/	-1.8	-1	-1.1	1.4	1	-20	4	0.2	0.9
CNC(=S)N1CCN(c2cccc(OC)c2)CC1	-0.3	-0.2	-0.3	-2	-1.3	1.0	-5	11	1	-0.9	2.2
O=C1Nc2ccccc2-n2nnnc2C1N1CCN(c2ccc(F)cc2)CC1 (stereo not given)	0.2	/	-0.7	-1	0.0	0.3	-1	-6	-4	-0.9	/
CC(NC(=O)c1ccc(C#N)cc1)C1CC2CCC1C2 (stereo not given)	-0.4	5.4*	-0.8	-1	-0.8	-1.3	2	-6	1	-0.3	0.9
CC(NC(=O)Cc1ccc(S(=O)(=O)N2CCOCC2)s1)c1ccc(Cl)c(Cl)c1 (stereo not given)	0.4	-0.8	-1.8	-2	-1.0	-3.4	-2	-39	-1	-2.1	2.0
Cc1ccc(/C=C/C(=O)O)cc1S(=O)(=O)N(C)CCO	0.4	-1.2	-1.7	3	-0.4	2.7	-2	4	3	-0.5	-1.0
COc1ccc(Cc2nc3c4c(ncn3n2)Oc2c(ccc3ccccc23)C4c2ccc(OC)c(OC)c2)cc1 (stereo not given)	-0.5	2.5	-1.1	2	-1.1	-0.8	2	2	14	0.0	3.2
COc1ccc(C(O)c2nc(-c3ccc(F)c(Cl)c3)cs2)cc1 (stereo not given)	-1.1	/	-1.5	1	-0.3	1.7	-6	-21	-3	0.1	3.2
C(#Cc1ccccc1)Cn1nnc2ccccc21	-0.1	1.4	0.1	10	-0.9	3.5	-1	-2	2	1.2	0.8
N#CCC(=O)Nc1ccc(C(=O)OCC(=O)Nc2ccccc2Sc2ccccc2)cc1	0.8	/	3.3	-3	-0.7	-2.0	-3	-45	1	-0.3	1.0
c1cc(-c2ccoc2)n2ccnc2c1	-1.2	/	2.0	3	-1.2	1.5	-4	-7	-3	1.7	0.0
COC(=O)c1cn(C(=O)c2ccc(C)cc2C)c2ccccc12	-0.2	2.0	-1.1	-15	-1.3	2.1	3	1	1	0.0	-2.8
O=C(O)CSC(C(=O)Nc1ccc(Br)cc1)c1ccccc1 (stereo not given)	0.6	3.7	2.3	3	-1.3	2.6	0	0	-5	0.9	2.6
COc1ccc(NC(=O)C2=CC(c3ccc(OC)cc3)=NS(=O)(=O)N2C)cc1	0.7	0.2	-2.1	-1	-1.5	1.5	-3	-19	-3	-1.0	-1.4
O=C(COC(=O)/C=C/c1ccccc1[N+](=O)[O-])NNC(=O)c1ccc(F)cc1	0.2	1.9	2.4	-1	-0.7	0.2	1	-4	-2	-0.2	1.2
C/C(=N\OCc1nc2ccccc2c(=O)n1/N=C/c1cc(C)cc([N+](=O)[O-])c1O)c1ccccc1	1.7	-0.4	-0.6	-13	-2.0	-1.0	0	22*	3	-0.6	-0.1
Cc1ccc(-c2c[n+](CC(=O)Nc3nc(-c4ccccc4)cs3)c3n2CCC3)cc1	0.0	1.0	1.0	2	-0.7	-1.3	-8	-19	5	-0.1	-1.6
CCCCN(C)Cc1c(C)[nH]c2ccc(Cl)cc2c1=O	-0.2	-0.6	-3.3	-10	-1.8	-0.1	-4	17	-2	0.1	-0.9
Cn1c(Cn2c(=O)sc3ccccc32)nnc1SCC(=O)NCCc1ccccc1	0.3	2.0	-1.2	3	-1.1	-2.2	2	-2	2	0.3	1.5

Reformatted with bars between the fields: part of the list above
mol | KLK7 zymogen act | DAX1 inh-1 | hcDAF12 agonist | NPR1 activator | ssDAF12 agonist | hgDAF-12 ag | SMARCA2 activ | sPLA2-III inh | GC-B act | DAX1 inh-2 | GAA850 FXN act
O=C(COC(=O)/C=C/c1ccccc1[N+](=O)[O-])NNC(=O)c1ccc(F)cc1 | 0.2 | 1.9 | 2.4 | -1 | -0.7 | 0.2 | 1 | -4 | -2 | -0.2 | 1.2
O=C(O)CSC(C(=O)Nc1ccc(Br)cc1)c1ccccc1 (stereo not given) | 0.6 | 3.7 | 2.3 | 3 | -1.3 | 2.6 | 0 | 0 | -5 | 0.9 | 2.6
Cn1c(Cn2c(=O)sc3ccccc32)nnc1SCC(=O)NCCc1ccccc1 | 0.3 | 2.0 | -1.2 | 3 | -1.1 | -2.2 | 2 | -2 | 2 | 0.3 | 1.5
COC(=O)c1cn(C(=O)c2ccc(C)cc2C)c2ccccc12 | -0.2 | 2.0 | -1.1 | -15 | -1.3 | 2.1 | 3 | 1 | 1 | 0.0 | -2.8
CCN(CC)S(=O)(=O)c1ccc(N2CCCC2)c(NS(=O)(=O)c2cccs2)c1 | 0.3 | 2.6 | -0.8 | -3 | -0.8 | -1.7 | -3 | 6 | -1 | -0.3 | 2.8
O=C1Nc2ccccc2-n2nnnc2C1N1CCN(c2ccc(F)cc2)CC1 (stereo not given) | 0.2 | / | -0.7 | -1 | 0.0 | 0.3 | -1 | -6 | -4 | -0.9 | /

Bioassay records from PubChem BioAssay.
